NFkB transloc pot: enhances IL-1B driven NFkB nuclear translocation; hit rate 0.3% among 94,000; activation, % at 2 µM; AID 819; HUVEC IL-1B NFkB p65 nuclear translocation imaging;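 active = activation above 40%, about the mean plus 3 SD, also judged a hit on visual image review; inconclusive = activation above 40% but not a hit on visual review; inactive = activation not above 40% and no visual hit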;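 note: percent activation is computed from the nuclear over cytoplasmic p65 intensity ratio; values of inactives mirror those of a sister screen read the other way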
IL1B NFkB inh: blocks IL-1B driven NFkB nuclear translocation in HUVEC cells. HUVEC IL-1B NFkB p65 nuclear translocation imaging. inhibition, % at 2 µM. hit rate 0.43% among 94,000. AID 796;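 active = inhibition above about 30% together with a positive call from visual inspection of the well image, limit read from the data; inconclusive = inhibition above a set limit but visual check negative; inactive = inhibition not above a set limit, visual check negative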;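 note: nuclear over cytoplasmic p65 intensity ratio measured by imaging; 0% = IL-1B stimulated DMSO wells and 100% = unstimulated DMSO wells; values of inactives mirror those of a sister screen read the other way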
Bcl-B TR3 displacers: displacers of TR3 peptide from Bcl-B, primary screen, selectivity assay for Bfl-1 inhibitor project, biochemical, fluorescence polarization | displacement, % at 20 µM; hits with a dose series show IC50 in µM | hit rate 0.11% among 96,000 | FP displacement of FITC-TR3 peptide from Bcl-B; higher % means a stronger effect;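 active = displacement above 50% at 20 µM plus a fluorescence interference ratio under 1.5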;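 note: plate controls were wells without compound for no effect and wells lacking Bcl-B protein for full effect; a part of the inactive calls stands beside numbers as strong as those of hits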
MRP reversal: MRP-mediated drug resistance reversal; H69AR cells + 2 uM doxorubicin, CellTiter-Glo, 72 h; differential viability (reversal), % at 10 µM; hit rate 0.04% among 85,000; AID 602;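 active = viability drop by adding the cancer drug above about 55%, with treated viability meeting a 40% cutoff, limit read from the data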;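 note: viability without doxorubicin minus viability with 2 µM doxorubicin for each compound; larger differential means the compound sensitizes cells more to doxorubicin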
PLAP inhibitors HTS: PLAP enzyme inhibitors, biochemical, luminescence, HTS (AID 690). purified PLAP, luminescent substrate; higher % means a stronger effect. hit rate 0.08% among 96,000. inhibition, % at 20 µM, or IC50 in µM where a hit was titrated; in the data active = a potency from the dose series; inactive = the rest, 99 in 100 with inhibition below about 30%; note: strong numbers were not always called active
MRP reversal cytotoxicity: second read-out of MRP reversal, no call of its own (marks repeat the call); viability, %; H69AR cells, CellTiter-Glo, 72 h; measured here: cytotoxicity without doxorubicin
MRP reversal with doxorubicin: second read-out of MRP reversal, no call of its own (marks repeat the call); viability, %; measured here: viability with 2 uM doxorubicin; stronger effect = lower value
IL1B NFkB inh cell count 2 µM: also measured in IL1B NFkB inh; calls as there; cell count; measured here: cells passing quality filter;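 raw number of nuclei counted in each imaged well without normalization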
NFkB transloc pot cell count 2 µM: also measured in NFkB transloc pot; calls as there; cell count; measured here: cells passing quality filter
The depositor's hits bear a star; ? = inconclusive; / = no result given.

SMILES | NFkB transloc pot | NFkB transloc pot cell count 2 µM | IL1B NFkB inh | IL1B NFkB inh cell count 2 µM | Bcl-B TR3 displacers | MRP reversal | MRP reversal cytotoxicity | MRP reversal with doxorubicin | PLAP inhibitors HTS
Cc1c(C#N)c(N=CN(C)C)c(C(=O)c2ccccc2)n1-c1ccc(Br)cc1 | / | / | / | / | -9% | -31 | 20 | 51 | -74%
COc1ccc(Cl)cc1NC(=O)/C=C\C(=O)O | 19 | 47 | -19 | 47 | 4% | 3 | 96 | 93 | -23%
COc1ccc(S(=O)(=O)N(CC(=O)O)c2ccccn2)cc1 | 3 | 160 | -3 | 160 | 7% | 12 | 100 | 88 | -12%
COc1ccc(CCN(Cc2nc(-c3ccccc3)no2)Cc2nc(-c3ccccc3)no2)cc1OC | -35 | 113 | ? | / | -6% | -12 | 82 | 95 | 6%
CCn1cc(Br)c(C(=O)Nc2ccc(C(=O)OC(C)C)cc2)n1 | 3 | 158 | -3 | 158 | -10% | -3 | 79 | 82 | -38%
O=C1CSC(c2c(F)cccc2Cl)N1c1cccc(F)c1 (stereo not given) | -10 | 153 | 10 | 153 | 3% | -4 | 105 | 109 | 11%
COc1cc2[nH]c(=S)nc(NCCCOC(C)C)c2cc1OC | 14 | 58 | -11 | 181 | 6% | 0 | 76 | 76 | -6%
Cn1c(CCCNC(=O)c2ccccc2)nc2ccccc21 | 2 | 133 | -2 | 133 | -8% | 3 | 95 | 92 | -11%
COCc1cc(C)nc2sc(C(=O)N3CCN(c4ccccc4)CC3)c(N)c12 | -5 | 173 | 5 | 173 | -5% | 7 | 94 | 87 | -76%
Nc1nn(S(=O)(=O)c2cccc3nsnc23)cc1-c1ccc(Br)cc1 | 0 | 147 | 0 | 147 | 8% | 14 | 88 | 74 | 23%
Cc1cc(C(=O)OCC(=O)Nc2nc(-c3ccccc3)cs2)c(C)o1 | / | / | / | / | 13% | -20 | 47 | 67 | 2%
CN1C(=O)C(O)(CC(=O)c2cccc(-n3cccc3)c2)c2ccccc21 (stereo not given) | 19 | 113 | -19 | 113 | 1% | -13 | 43 | 56 | -9%
CCCC(=O)C1=C(O)C(C(=O)OC)C(C)(C)CC1=Nc1ccccc1 (stereo not given) | 29 | 64 | -29 | 64 | -2% | -8 | 78 | 85 | 15%
COc1ccccc1N1CCN(C(=O)Nc2cccc(C)c2)CC1 | 8 | 113 | -8 | 113 | -7% | 7 | 97 | 90 | -8%
CCOC(=O)COc1cc(=O)n(CC)c2ccccc12 | 13 | 145 | -13 | 145 | -8% | -5 | 96 | 101 | -1%
FC(F)(F)c1cccc(N2CCN(c3nnnn3-c3ccccc3)CC2)c1 | 2 | 147 | -2 | 147 | -9% | -7 | 72 | 80 | -54%
COc1ccc(OC)c(CNc2nc3ccccc3n2CCN2CCCCC2)c1 | -12 | 92 | 12 | 92 | -2% | / | / | / | -43%
Cc1sc2ncn(CC(=O)OC(C)C(=O)NC(C)(C)C)c(=O)c2c1C (stereo not given) | 9 | 136 | -9 | 136 | -14% | / | / | / | -58%
O=C(Nc1c(-c2ccccc2)nc2ccccn12)c1ccco1 | -12 | 10 | 12 | 10 | -13% | 15 | 98 | 83 | 7%
CC(C)(C)n1nnnc1C(c1cccs1)N(Cc1ccccc1)Cc1cccnc1 (stereo not given) | -1 | 175 | 1 | 175 | 0% | -3 | 53 | 56 | -29%
CCOc1ccccc1N1CCN(Cc2ccc(OC)c(OC)c2OC)CC1 | -17 | 104 | 17 | 104 | / | 3 | 82 | 79 | /
Cn1nnnc1SCc1c(F)cccc1F | -3 | 94 | 3 | 94 | 0% | -13 | 106 | 119 | -17%
COc1ccc(C(=O)Nc2nc3c(s2)Cc2cc(OC)ccc2-3)cc1 | -15 | 155 | 15 | 155 | 2% | 6 | 85 | 79 | 4%
CC(C)NC(=S)N/N=C/c1cccs1 | -15 | 193 | 15 | 193 | -2% | / | / | / | 4%
CCOC(=O)C1C(=O)C=C(N2CCOCC2)CC1c1cccc(OC)c1 (stereo not given) | -3 | 94 | 3 | 94 | -14% | 0 | 69 | 69 | -30%

(listing goes on)
SMILES | NFkB transloc pot | NFkB transloc pot cell count 2 µM | IL1B NFkB inh | IL1B NFkB inh cell count 2 µM | Bcl-B TR3 displacers | MRP reversal | MRP reversal cytotoxicity | MRP reversal with doxorubicin | PLAP inhibitors HTS
CN(C)c1ccc(N=C/C=C2\N(C)c3ccccc3C2(C)C)cc1 | -1 | 173 | 1 | 173 | -42% | / | / | / | 23%
CCCC(=O)Nc1sc(C(=O)OC)c(C)c1C(N)=O | 9 | 111 | -9 | 111 | -13% | -8 | 77 | 85 | 6%
Cc1nc(SCC(=O)NCc2ccco2)nc(C)c1C | / | / | / | / | 9% | -9 | 74 | 82 | -11%
CC(C)C(c1nnnn1C1CCCC1)N1c2ccccc2CC1C (stereo not given) | 3 | 205 | -3 | 205 | 2% | 10 | 75 | 65 | -24%
CC1=NOC(=O)/C1=C\c1ccc(-c2ccc(Cl)cc2Cl)o1 | 38 | 135 | -38 | 135 | -4% | / | / | / | 13%
CCCC(=O)Nc1ccccc1NC(=O)CN(C)S(=O)(=O)c1ccc(C)cc1 | 21 | 190 | -21 | 190 | -1% | -7 | 83 | 91 | 2%
Cc1ccc(S(=O)(=O)NC(=O)Nc2ccc(F)cc2)cc1 | 2 | 99 | -2 | 99 | / | -12 | 88 | 101 | /
CCCN(CCC)C(=O)CC(c1ccc(F)cc1)c1ccco1 (stereo not given) | 9 | 165 | -9 | 165 | -54% | 4 | 101 | 96 | -50%
O=C(c1ccc(Cl)cc1)c1oc2ccccc2c1CS(=O)c1ccccc1 (stereo not given) | 7 | 131 | -7 | 131 | -3% | / | / | / | 9%
CCOC(=O)NCc1cc(-c2nn(C)c(=O)c3ccccc23)ccc1C | 26 | 159 | -26 | 159 | -10% | -8 | 60 | 68 | -54%
CCCCCOC(=O)C1[C@H]2C(=O)N(c3ccccc3CC)C[C@]23C=C[C@H]1O3 (stereo not given in full) | -2 | 98 | 2 | 98 | -52% | 13 | 86 | 74 | -23%
COc1ccc(S(=O)(=O)N2CCC(C(=O)N3CCCCC3)CC2)cc1OC | 23 | 140 | -23 | 140 | -15% | -3 | 82 | 85 | -29%
Cc1cccc(OCCC(=O)Nc2c(C)n(C)n(-c3ccccc3)c2=O)c1 | 20 | 132 | -20 | 132 | -3% | 7 | 101 | 94 | 16%
O=C(NC1CCCCCCC1)c1ccc(CNc2c(N3CCOCC3)c(=O)c2=O)cc1 | / | / | / | / | 3% | 11 | 93 | 82 | -12%
COc1ccc(NC(=O)c2ccco2)cc1NC(=O)c1cccc(OC(C)C)c1 | ? | / | -41 | 134 | 0% | -22 | 68 | 90 | -32%
COc1ccc2c(c1)[nH]c1c(=O)n(CCCn3ccnc3)cnc12 | 17 | 180 | -17 | 180 | -6% | 20 | 67 | 46 | 20%
CCC(C)[C@H](NC(=O)Nc1cccc(Cl)c1)C(=O)O (stereo not given in full) | 15 | 123 | -15 | 123 | -3% | -7 | 88 | 96 | 6%
COc1cc(C(=O)O/N=C(\N)c2ccncc2)cc(OC)c1OC | 5 | 126 | -6 | 126 | -5% | / | / | / | 2%
O=S(=O)(N1CCOCC1)N1CCN(c2ccccc2F)CC1 | -16 | 107 | 16 | 107 | -7% | 22 | 119 | 98 | -26%
CCOC(=O)c1cc(C)n(-c2ccc(OC)c(OC)c2)c1C | / | / | / | / | -7% | -25 | 50 | 76 | -74%
CC(=O)Nc1cccc2c1[n+]([O-])c(C)c(C)[n+]2[O-] | / | / | / | / | -8% | 6 | 99 | 93 | 8%
CCN=C1SC(CC(=O)Nc2ccccc2OCC)C(=O)N1CC (stereo not given) | 10 | 149 | -10 | 149 | 2% | 8 | 92 | 85 | -35%
Cc1cc2c(ncn2C)c(NS(=O)(=O)c2ccccc2Cl)c1C | -3 | 128 | 3 | 128 | -3% | / | / | / | -15%
Cc1cc(C)n(C(C)n2nc(C)cc2C)n1 | 29 | 117 | -29 | 117 | 2% | / | / | / | -14%
CN=C(Nc1cc(Cl)ccc1Cl)SC1CC(=O)N(c2ccc(C(=O)OC)cc2)C1=O (stereo not given) | 1 | 117 | -1 | 117 | 0% | / | / | / | -34%

Additional compounds
SMILES | NFkB transloc pot | NFkB transloc pot cell count 2 µM | IL1B NFkB inh | IL1B NFkB inh cell count 2 µM | Bcl-B TR3 displacers | MRP reversal | MRP reversal cytotoxicity | MRP reversal with doxorubicin | PLAP inhibitors HTS
CC1CC(C)CN(C(=O)c2ccc3c(c2)N(Cc2ccccc2)CCS3)C1 (stereo not given) | -3 | 169 | 3 | 169 | 6% | -7 | 58 | 65 | -28%
COC1(OC)N=C(N)C2(C#N)C(c3ccccc3)NC(C)=CC12C#N (stereo not given) | 0 | 156 | 0 | 156 | -6% | -4 | 97 | 100 | 1%
Cc1ccc(N2CN=C(c3ccccc3)NC2=S)cc1 | 18 | 166 | -18 | 166 | -1% | 16 | 90 | 74 | 4%
Cc1ccc(C(=O)C2=C(O)C(=O)N(c3ncccn3)C2c2cccc(Cl)c2)o1 (stereo not given) | / | / | / | / | -5% | 50 | 103 | 53 | -36%
Cc1cc(C(=O)c2cccs2)c(N)s1 | 0 | 118 | 0 | 118 | -7% | 13 | 96 | 82 | 1%
Cn1c(CN2CCN(c3cccc(Cl)c3)CC2)nc2ccccc21 | -14 | 94 | 14 | 94 | / | -12 | 67 | 79 | /
COc1nc(NCc2ccco2)nc(N2CCC(C)CC2)n1 | 1 | 114 | -2 | 114 | -3% | 14 | 84 | 70 | 9%
CCOC(=O)C1CCN(C(=O)Cc2ccc(C)cc2)CC1 | -11 | 68 | 11 | 68 | -6% | 8 | 92 | 84 | 18%
CCOC(=O)C1=C(c2ccccc2)OC(N)=C(C#N)C1c1ccco1 (stereo not given) | 7 | 169 | -7 | 169 | 2% | 2 | 79 | 77 | 12%
Cn1c(=O)c2c(nc(SCc3ccccn3)n2C)n(C)c1=O | / | / | / | / | -4% | 14 | 107 | 94 | 12%

In the list so far, 9 contain a Cl atom.
SMILES | NFkB transloc pot | NFkB transloc pot cell count 2 µM | IL1B NFkB inh | IL1B NFkB inh cell count 2 µM | Bcl-B TR3 displacers | MRP reversal | MRP reversal cytotoxicity | MRP reversal with doxorubicin | PLAP inhibitors HTS
COc1ccc(Cl)cc1NC(=O)/C=C\C(=O)O | 19 | 47 | -19 | 47 | 4% | 3 | 96 | 93 | -23%
O=C1CSC(c2c(F)cccc2Cl)N1c1cccc(F)c1 (stereo not given) | -10 | 153 | 10 | 153 | 3% | -4 | 105 | 109 | 11%
CC1=NOC(=O)/C1=C\c1ccc(-c2ccc(Cl)cc2Cl)o1 | 38 | 135 | -38 | 135 | -4% | / | / | / | 13%
O=C(c1ccc(Cl)cc1)c1oc2ccccc2c1CS(=O)c1ccccc1 (stereo not given) | 7 | 131 | -7 | 131 | -3% | / | / | / | 9%
CCC(C)[C@H](NC(=O)Nc1cccc(Cl)c1)C(=O)O (stereo not given in full) | 15 | 123 | -15 | 123 | -3% | -7 | 88 | 96 | 6%
Cc1cc2c(ncn2C)c(NS(=O)(=O)c2ccccc2Cl)c1C | -3 | 128 | 3 | 128 | -3% | / | / | / | -15%
CN=C(Nc1cc(Cl)ccc1Cl)SC1CC(=O)N(c2ccc(C(=O)OC)cc2)C1=O (stereo not given) | 1 | 117 | -1 | 117 | 0% | / | / | / | -34%
Cc1ccc(C(=O)C2=C(O)C(=O)N(c3ncccn3)C2c2cccc(Cl)c2)o1 (stereo not given) | / | / | / | / | -5% | 50 | 103 | 53 | -36%
Cn1c(CN2CCN(c3cccc(Cl)c3)CC2)nc2ccccc21 | -14 | 94 | 14 | 94 | / | -12 | 67 | 79 | /

These rows are one share of the data (hit frequency here may not be typical).
